Lipid storage S3 = qHTS Assay for Lipid Storage Modulators in Drosophila S3 Cells. Drosophila S3 cells, BODIPY lipid droplet fluorescence, 18-24 h; cells fed with added oleic acid. lipid storage change, negative = inhibition, % at the top dose, mostly 46.1 µM; hits show Potency in µM. 0.64% of 320,000 active. AID 2685; active = well fitted inhibition curve with a large enough effect in the signal ratio, with a control signal flat, not every such curve was filed as active; inconclusive = small, poorly fitted or top-dose-only effect, or effect the other way, or a change in a side signal; the % refers to the signal ratio
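Drosophila S3 cells got compounds at several concentrations plus oleic acid (400 uM solution). Laser-scanning cytometry with 488 nm excitation read lipid droplets at 500-530 nm and cells at 575-640 nm. Percent activity was relative to 20 uM Triacsin C.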
Lipid storage S3 cell count max = also measured in Lipid storage S3; calls as there; cell number change, %; measured here: cell count max response;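 cells counted by Cell Tracker Red CMTPX staining in the red channel; peak over a dose series mostly up to 46.1 µM; percent activity relative to internal control wells on each plate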
* hit, by the source's call; i = inactive; ? = inconclusive; . = no result given. % is set by controls: 0 for no effect and ±100 for the full control effect; potency is the fitted concentration of half-maximal effect. These rows are one share of the data; count on the stated rates, not on these rows.

canonical_smiles | Lipid storage S3 | Lipid storage S3 cell count max
Cc1sc2ncnc(OCC(=O)N3CCN(S(=O)(=O)c4ccc(Cl)cc4)CC3)c2c1C | i | .
Cc1nc(=O)cc(-c2ccccc2)n1-c1ccccc1 | 1% | 1
COc1ccc(C(=O)OCC(=O)N2CCCC2=O)c(OC)c1 | ? | .
O=C(/C=C/c1ccco1)NC(=S)Nc1ccc(N2CCCC2)cc1 | ? | .
COc1ccc(O)c(C(=O)c2cc(C#N)c(=O)n(-c3ccc(Cl)cc3)c2)c1 | 10% | 13
CCNC(=O)c1c(NC(C)=O)sc2c1CCCC2 | 17% | 0
OC(CNCc1ccc(Cl)cc1)C(F)(F)F (stereo not given) | ? | .
CCS(=O)(=O)Nc1cccc(C(=O)O)c1 | -18% | -14
CCOC(=O)c1c(C)nc2c(C)cccn12 | ? | .
N/C(CC(=O)Nc1ccc(F)c(Cl)c1)=N\OC(=O)c1cccs1 | 4% | -1
CC(C)(C)c1ccc(-n2ncc3c2CCCC3NC(=O)C2=NNC(=O)CC2)cc1 (stereo not given) | ? | .
CC1CCN(C(=O)C2CCC(CNc3c(N4CCCCC4)c(=O)c3=O)CC2)CC1 (stereo not given) | 17% | 7

More structures:
canonical_smiles | Lipid storage S3 | Lipid storage S3 cell count max
Cc1ccc2nc3c(cc2c1)c(NC(=O)c1cccnc1)nn3C | ? | .
COc1ccc(S(=O)(=O)NC(CC(C)C)C(=O)NC(C)c2cccs2)cc1 (stereo not given) | ? | .
O=C(Nc1ccc(C(=O)O)cc1)/C(=C\c1ccc2c(c1)OCO2)NC(=O)c1ccccc1 | -2% | 11
O=C(Nc1cccc2ccccc12)/C(=C\c1cccc([N+](=O)[O-])c1)NC(=O)c1cccs1 | ? | .
CCOc1ccc(C(=O)Nc2cc(-c3nc4ccccc4[nH]3)ccc2Cl)cc1[N+](=O)[O-] | ? | .
CCOC(=O)C1(CCOc2ccccc2)CCN(Cc2ccc(O)c(OC)c2)CC1 | ? | .
C(=N\N1CCN(Cc2cccc3ccccc23)CC1)/c1cccnc1 | ? | .
NC(=O)Cn1cc(/C=N\NS(=O)(=O)c2ccc(Cl)cc2)c2ccccc21 | ? | .
O=C(CSc1ncnc2ccccc12)Nc1ccc(N2CCOCC2)cc1 | ? | .
COc1cc(/C=N/Nc2nc(C)cc(C)n2)ccc1OC(=O)c1ccco1 | ? | .
CC1CCN(S(=O)(=O)c2ccc3c(c2)c(=O)c(C(=O)NCc2ccco2)cn3C)CC1 | 3% | 11
O=C(O)c1cc(N/N=C/C=C/c2ccccc2)ccc1Cl | ? | .

The results go on:
canonical_smiles | Lipid storage S3 | Lipid storage S3 cell count max
O=C(COC(=O)c1ncc(Cl)c(Cl)c1Cl)NC1CCS(=O)(=O)C1 (stereo not given) | -18% | -34
O=C(OCc1c(F)cccc1Cl)c1cnc2ccccc2n1 | -29% | 28
O=C(Nc1ccccc1C(=O)NCc1ccco1)c1ccco1 | ? | .
CSc1ccccc1NC(=O)CSc1nnnn1-c1ccccc1SC | ? | .
CC(C)[C@H](NC(=O)OCc1ccccc1)C(=O)OCc1ccccc1 | ? | .
CCN1CCN(C(=O)CN(c2ccc(C)cc2)S(C)(=O)=O)CC1 | ? | .
Cc1cccc(COc2coc(CN3CCN(C(=O)c4ccco4)CC3)cc2=O)c1 | ? | .
Nc1ccccc1Sc1cc(Cl)nnc1Cl | ? | .
CC(C)C(C(=O)NC1=NCCS1)c1ccc(Cl)cc1 (stereo not given) | -4% | -5
COc1ccc(C(c2nnnn2Cc2cccs2)N2CCN(c3ccccc3)CC2)cc1OC (stereo not given) | 28% | -9
CC(C)CC(=O)Nc1ccc([N+](=O)[O-])cc1Cl | 4% | 12
O=C(CCNS(=O)(=O)c1cccc2nsnc12)N1CC(=O)N(CCc2ccccc2)C(=O)C1 | -13% | -18

Overlap with the part before: 7 entries, then new ones.
canonical_smiles | Lipid storage S3 | Lipid storage S3 cell count max
CCN1CCN(C(=O)CN(c2ccc(C)cc2)S(C)(=O)=O)CC1 | ? | .
Cc1cccc(COc2coc(CN3CCN(C(=O)c4ccco4)CC3)cc2=O)c1 | ? | .
Nc1ccccc1Sc1cc(Cl)nnc1Cl | ? | .
CC(C)C(C(=O)NC1=NCCS1)c1ccc(Cl)cc1 (stereo not given) | -4% | -5
COc1ccc(C(c2nnnn2Cc2cccs2)N2CCN(c3ccccc3)CC2)cc1OC (stereo not given) | 28% | -9
CC(C)CC(=O)Nc1ccc([N+](=O)[O-])cc1Cl | 4% | 12
O=C(CCNS(=O)(=O)c1cccc2nsnc12)N1CC(=O)N(CCc2ccccc2)C(=O)C1 | -13% | -18
CCn1c(=O)cc(SCC(=O)NCCC2=CCCCC2)c2ccccc21 | ? | .
Cn1cnc2c1c(=O)[nH]c(=O)n2Cc1ccccc1 | ? | .
COc1ccccc1-n1c(SC)nc(O)cc1=O | ? | .
CC(C)(C)C1CCc2c(C(=O)NNC(=O)/C=C/C(=O)O)csc2C1 (stereo not given) | ? | .
O=C(O)CCCC(=O)Nc1ccn(-c2ccccc2)n1 | ? | .
CCOC(=O)N1CCN(C(=O)c2cc3c(=O)n4cccc(C)c4nc3s2)CC1 | ? | .
CS(=O)(=O)Cc1ccc(C(=O)N(CCc2ccccc2)Cc2ccccc2)cc1 | i | 0
O=C(CSc1nnc(CNC(=O)c2ccccc2)o1)NCc1ccco1 | ? | .
Fc1ccc(-c2nc3ccncc3[nH]2)cc1 | ? | .
O=C(CN1CCOCC1)Nc1nc(-c2ccc3c(c2)CCN3S(=O)(=O)c2ccccc2)cs1 | ? | .
Cc1nn(CC(=O)O)c(C)c1Cl | ? | .
C/C=C/C=C/C(=O)[C@@H]1[C@@H]([C@]2(C)OC(=O)C(C)=C2O)[C@H]2/C(=C(O)/C=C/C=C/C)C(=O)[C@]1(C)C(=O)C2(C)O (stereo not given in full) | -21% | -21

Continuation.
canonical_smiles | Lipid storage S3 | Lipid storage S3 cell count max
CC(C)n1nnnc1SCC(=O)N1CCOCC1 | ? | .
Cc1cc(C(=O)OC(C)C(=O)NC2CCCCC2)c(C)o1 (stereo not given) | ? | .
NC(=O)C1CCN(C(=O)CN(c2ccc3c(c2)OCCO3)S(=O)(=O)c2ccccc2)CC1 | 0% | 2
Cc1nc2ccc(S(=O)(=O)NCC(=O)N3CCN(c4ccccc4)CC3)cc2s1 | ? | .
CCn1c(SCc2nc3cc(OC)c(OC)cc3c(=O)[nH]2)nc2ccccc21 | i | 25
Cc1ccc(S(=O)(=O)CCC(=O)NCCN2C(=O)S/C(=C\c3ccccc3)C2=O)cc1 | ? | .
O=C(O)c1cccc(S(=O)(=O)N2CCSCC2)c1 | -9% | 0
O=[N+]([O-])c1ccc(S(=O)(=O)Nc2ccc(S(=O)(=O)N3CCCC3)cc2)cc1 | ? | .
Cc1ccc(-n2ncc(N(C)C)c(Cl)c2=O)cc1 | ? | .
O=C(c1cccc(-c2ccco2)c1)N1CCCC(N2CCN(c3ccc(F)cc3)CC2)C1 (stereo not given) | ? | .
Cc1ccc(NC(=O)c2cc(-c3cccs3)nc3ccccc23)nc1 | ? | .
O=C1c2sc3nc4c(c(=O)n3c2C(=O)N1c1ccccc1)CCC4 | ? | .

Additional records.
Order of values – Lipid storage S3	Lipid storage S3 cell count max
> Cc1ccc(NC(=O)Cn2c(-c3ccc(F)cc3)cnc2SCC(=O)Nc2c(C)cccc2C)cc1
  8%	-12
> CC(CN1C(C)CCCC1C)OC(=O)c1ccc(Cl)cc1Cl (stereo not given)
  ?	.
> CSc1ccccc1OCc1cc(C(=O)N2CCNC(=O)C2)no1
  14%	22
> CCOC(=O)C1=C(O)C(=O)N(Cc2ccc(C(C)(C)C)cc2)CC1
  -2%	-20
> O=C(NCC(c1ccco1)N1CCc2ccccc21)c1cccc([N+](=O)[O-])c1 (stereo not given)
  ?	.
> CCCC(=O)c1c(NC)cc(C)oc1=O
  10%	-13
> OCCNCCCCCOc1ccc(F)cc1
  ?	.
> CC(C)CN(C(=O)COC(=O)c1c2c(nc3ccccc13)CCC2)c1c(N)n(Cc2ccccc2)c(=O)[nH]c1=O
  ?	.
> CCC1CCc2sc(C(=O)N(C)CC(=O)Nc3ccc(OC)cc3)cc2C1 (stereo not given)
  ?	.
> CCN1C(=O)c2cccc3c(S(=O)(=O)N4CCC(C)CC4)ccc1c23
  -1%	-10
> COc1ccc(CN(CCC(c2ccc(F)cc2)C2CCOC(C)(C)C2)C(=O)c2ccco2)cc1 (stereo not given)
  ?	.
> COc1ccc(C(=O)NCCNc2nc3cc(C)c(C)cc3cc2C)cc1
  ?	.
> CS(=O)(=O)c1ccc(Cl)c(NC(=O)C2CCN(S(=O)(=O)c3cccs3)CC2)c1
  ?	.
> Cc1ccccc1NC(=O)c1cc(S(=O)(=O)N2CCOCC2)ccc1F
  14%	-16
> Cc1nn(C)c(-c2n[nH]c(=S)n2Cc2ccco2)c1Cl
  6%	-1

3 compounds out of the list, arranged by heavy-atom count, descending:
Order of values – Lipid storage S3	Lipid storage S3 cell count max
> COc1ccc(CN(CCC(c2ccc(F)cc2)C2CCOC(C)(C)C2)C(=O)c2ccco2)cc1 (stereo not given)
  ?	.
> CS(=O)(=O)c1ccc(Cl)c(NC(=O)C2CCN(S(=O)(=O)c3cccs3)CC2)c1
  ?	.
> CSc1ccccc1OCc1cc(C(=O)N2CCNC(=O)C2)no1
  14%	22

(next part)
Order of values – Lipid storage S3	Lipid storage S3 cell count max
> CS(=O)(=O)N(CC(=O)NCc1cccnc1)Cc1ccc(Cl)cc1
  ?	.
> C/C(=N\NC(=O)C1CCCC1)c1ccc(C(C)C)cc1
  ?	.
> CSc1nnc(C(C)(C)C)c(=O)n1/N=C/c1ccccc1O
  7%	13
> CC[C@@]12C(=O)N(c3cccc(Br)c3)C(=O)N1[C@H](c1cccc(C)c1)[C@@H]1C(=O)N(Cc3ccccc3)C(=O)[C@@H]12
  ?	.
> Cc1cccc(CNc2ccc(C(CC(N)=O)NC(=O)Cc3cccc4ccccc34)cc2[N+](=O)[O-])c1 (stereo not given)
  16%	20
> Cc1cc(C)c2nc(N3CCC(C(=O)N4CCN(c5ncccn5)CC4)CC3)sc2c1
  ?	.
> Cc1noc(C)c1COc1ccc(C(=O)OCC(=O)NCc2ccccc2Cl)cc1
  27%	25
> COc1ccccc1CN1CCCC(N2CCN(c3ccc(F)cc3)CC2)C1 (stereo not given)
  0%	1
> Cn1c(Cc2cccc3ccccc23)nnc1SCC(=O)N1CCN(c2ccccc2)CC1
  -10%	-24
> O=S(=O)(NCc1ccccc1)c1ccc(Br)c2nsnc12
  ?	.
> Cc1ccc(OCCOCCn2ccnc2)c(Br)c1
  i	-17
> O=c1oc2cc(Oc3ccc(C(F)(F)F)cc3[N+](=O)[O-])ccc2c2c1CCC2
  14%	4
> CC(C)Cn1c(=O)c2c(nc3n2CCCN3Cc2ccccc2)n(C)c1=O
  0%	-7
> COc1ccc(NC(=O)c2ccc(S(=O)(=O)N3CCOCC3)cc2)c(OC)c1
  ?	.
> COC(=O)c1cn(C(C)C(=O)NCc2ccco2)c2ccccc12 (stereo not given)
  ?	.

The results go on.
Order of values – Lipid storage S3	Lipid storage S3 cell count max
> O=C(CNC1CCCCC1)NCC1(c2ccccc2)CCCC1
  -7%	-13
> Cc1cc(C(=O)CSc2cccc[n+]2[O-])c(C)n1-c1ccc(OC(F)F)cc1
  -1%	-11
> CN(C)c1cc[n+](CC(=O)Nc2cccc([N+](=O)[O-])c2)cc1
  ?	.
> COc1ccc(NC(=O)c2cccnc2)c([N+](=O)[O-])c1
  ?	.
> CN(C)Cc1c(-c2ccc(Cl)cc2)nc2ccccn12
  4%	8
> O=C1[C@H]2[C@@H](c3ccc(F)cc3)N3C(=O)N(c4ccc(Br)cc4)C(=O)[C@@]3(Cc3ccc(Cl)cc3)[C@H]2C(=O)N1C1CCCCC1
  ?	.
> O=c1cc(-c2ccccc2)nc(SCc2ccccc2)[nH]1
  ?	.
> CSc1c(SCc2ccccc2)cnn(Cc2ccccc2)c1=O
  ?	.
> O=C(Nc1nnc(C(F)(F)F)s1)C1COc2ccccc2O1 (stereo not given)
  ?	.
> O=C(CN(Cc1ccccc1)S(=O)(=O)c1ccc(F)cc1)NCc1ccccn1
  ?	.
> CC1CCCCC1NC(=O)COC(=O)c1cc(=O)c2ccccc2o1 (stereo not given)
  ?	.
> CC(C)(C)OC(=O)N1CCC[C@H]1c1nnc(SCc2cccc(Cl)c2)o1
  -3%	5
> O=C(/C=C/c1ccco1)Oc1ccc(C(=S)N2CCOCC2)cc1
  -7%	.
> COc1ccc(-n2c(C)c([N+](=O)[O-])c3ccc(O)c(CN4CCCCC4)c32)cc1
  -1%	1
> Cc1cc(C)c2nc(C(F)(F)F)nc(NCCCN3CCOCC3)c2c1
  i	.

Looked up by compound from the entries so far, three records:
Order of values – Lipid storage S3	Lipid storage S3 cell count max
> CC(C)(C)OC(=O)N1CCC[C@H]1c1nnc(SCc2cccc(Cl)c2)o1
  -3%	5
> O=c1cc(-c2ccccc2)nc(SCc2ccccc2)[nH]1
  ?	.
> Cc1cc(C)c2nc(C(F)(F)F)nc(NCCCN3CCOCC3)c2c1
  i	.

The results go on:
Order of values – Lipid storage S3	Lipid storage S3 cell count max
> COc1cc(C(=O)OCC2CC(c3ccccc3)=NO2)cc(OC)c1OC (stereo not given)
  ?	.
> O=C(O)c1cc(N2CCOCC2)nc2ccccc12
  i	2
> CCOc1ccc(OCC)c(NC(=O)c2ccc(CNc3c(N4CCCC4)c(=O)c3=O)cc2)c1
  13%	19
> CCN(CC)C(=O)CN(c1ccc(Cl)cc1)S(=O)(=O)c1ccccc1
  ?	.
> O=C(CN1CCCC1)OCCCc1ccccc1
  4%	29
> O=C(NNC(=O)c1cccnc1)Nc1cccc(Cl)c1Cl
  4%	0

Assay outcomes from PubChem.
